Compound activity (PubChem)
EZH2 inh = EZH2/PRC2 methyltransferase inhibitors, primary screen, biochemical, DELFIA time-resolved fluorescence, single point. PRC2 H3K27 methylation, DELFIA TRF, 1 h. inhibition, % at 12.5 µM. hit rate 0.35% among 57,000;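 active = mean inhibition of replicates at least 50% and every single replicate also reaching 50%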;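 note: dimethyl H3K27 on biotinylated H3 21-44 peptide detected by antibody; plate controls were median neutral control wells for no effect and median positive control wells for full effect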
IDH1 mut inh = inhibitors of IDH1 R132H reductase, primary screen, biochemical, plate reader, single point; Isocitrate dehydrogenase [NADP] cytoplasmic (Homo sapiens), O75874; diaphorase/resazurin fluorescence, 60 min; inhibition, % at 10 µM; hit rate 0.18% among 70,000; in the data active = inhibition above about 34%;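 note: 0% = DMSO and 100% = no enzyme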
Target sequence (O75874 whole entry R132H): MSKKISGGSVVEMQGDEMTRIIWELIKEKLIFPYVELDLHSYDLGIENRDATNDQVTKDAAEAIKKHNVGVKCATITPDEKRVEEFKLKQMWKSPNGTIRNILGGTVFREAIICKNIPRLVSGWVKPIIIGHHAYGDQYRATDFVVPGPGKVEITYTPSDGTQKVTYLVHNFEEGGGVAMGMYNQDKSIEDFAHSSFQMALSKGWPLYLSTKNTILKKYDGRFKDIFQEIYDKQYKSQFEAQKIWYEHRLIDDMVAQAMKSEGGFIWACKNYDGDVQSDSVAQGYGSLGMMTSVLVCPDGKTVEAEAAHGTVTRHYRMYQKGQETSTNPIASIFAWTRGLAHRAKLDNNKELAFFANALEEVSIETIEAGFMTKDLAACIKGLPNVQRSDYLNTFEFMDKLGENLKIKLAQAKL
An asterisk follows results filed as active; / = not tested or not shown.

Preview:
SMILES	EZH2 inh	IDH1 mut inh
CCCNC(=O)N(C)C[C@@H]1Oc2ncc(-c3ccccc3F)cc2C(=O)N([C@H](C)CO)C[C@@H]1C	6	-0.3
Cc1cc(C(=O)Nc2cccc3c2O[C@H](CN(C)C(=O)NC(C)C)[C@H](C)CN([C@H](C)CO)C3=O)n(C)n1	/	0.8
C[C@H]1CN([C@@H](C)CO)C(=O)Cc2cc(NC(=O)Nc3ccc4c(c3)OCO4)ccc2O[C@@H]1CN(C)Cc1ccncc1	-9	12

Main list, previewed entries included:
SMILES	EZH2 inh	IDH1 mut inh
CCCNC(=O)N(C)C[C@@H]1Oc2ncc(-c3ccccc3F)cc2C(=O)N([C@H](C)CO)C[C@@H]1C	6	-0.3
Cc1cc(C(=O)Nc2cccc3c2O[C@H](CN(C)C(=O)NC(C)C)[C@H](C)CN([C@H](C)CO)C3=O)n(C)n1	/	0.8
C[C@H]1CN([C@@H](C)CO)C(=O)Cc2cc(NC(=O)Nc3ccc4c(c3)OCO4)ccc2O[C@@H]1CN(C)Cc1ccncc1	-9	12
CCCNC(=O)N[C@@H]1C=C[C@@H](CC(=O)NC2CCCCC2)O[C@H]1CO	1	0.0
C[C@H](CO)N1C[C@H](C)[C@H](CN(C)C(=O)NC2CCCCC2)Oc2ncc(C#Cc3cccc(F)c3)cc2C1=O	-9	/
C[C@@H]1CN([C@H](C)CO)C(=O)CCCn2cc(nn2)CO[C@H]1CN(C)C(=O)Nc1ccc(N2CCCCC2)cc1	4	-7.7
Cc1noc(C)c1S(=O)(=O)N(C)C[C@@H]1OCCCC[C@H](C)Oc2ccc(NS(=O)(=O)c3ccc(Cl)cc3)cc2C(=O)N([C@H](C)CO)C[C@@H]1C	/	0.4
C[C@@H]1CN([C@@H](C)CO)C(=O)c2cccc(NC(=O)c3nc4ccccc4s3)c2O[C@H]1CN(C)Cc1ccncc1	/	6.2
C[C@@H]1CN([C@H](C)CO)C(=O)CCCn2cc(nn2)CO[C@H]1CN(C)C(=O)c1cc(-c2ccccc2)on1	8	0.9
Cc1noc(C)c1S(=O)(=O)Nc1ccc2c(c1)C(=O)N([C@H](C)CO)C[C@H](C)[C@@H](CN(C)S(=O)(=O)c1ccc(Cl)cc1)OCCCC[C@@H](C)O2	/	2.0
COc1ccc(NC(=O)COc2ccccc2Cl)c([N+](=O)[O-])c1	-26	0.5
CC(=O)Nc1ccc(C(=O)CSc2nc(-c3ccccc3)cs2)cc1	4	0.1
C[C@@H]1CN([C@H](C)CO)C(=O)Cc2cc(NS(=O)(=O)c3ccc(Cl)cc3)ccc2O[C@H]1CN(C)C	/	0.1
COc1ccc(CN(C)C[C@H]2Oc3c(NS(=O)(=O)c4ccc(C)cc4)cccc3C(=O)N([C@H](C)CO)C[C@@H]2C)cc1	-2	0.0
Cc1noc(C)c1NC(=O)Nc1ccc2c(c1)C(=O)N([C@@H](C)CO)C[C@@H](C)[C@@H](CN(C)Cc1ccc(C(=O)O)cc1)O2	/	0.1
C/C=C/c1cnc2c(c1)C(=O)N([C@@H](C)CO)C[C@H](C)[C@H](CN(C)C(=O)Nc1cccc(OC)c1)O2	/	-5.2
COc1ccccc1CNC(=O)C[C@H]1C[C@H]2c3cc(NC(=O)c4ccc5c(c4)OCO5)ccc3O[C@H]2[C@@H](CO)O1	-8	0.0
CCOC(=O)c1c(NC(=O)CSc2nc3ccccc3o2)sc(C)c1C	12	0.2
COc1ccc(S(=O)(=O)Nc2cccc3c2O[C@H](CN(C)Cc2ccc(C(=O)Nc4ccccc4N)cc2)[C@@H](C)CN([C@@H](C)CO)C3=O)cc1	-44	0.0
C[C@@H]1CN([C@H](C)CO)S(=O)(=O)c2ccc(-c3cncnc3)cc2O[C@@H]1CN(C)Cc1ccccn1	5	-1.8
COc1ccc(CNC(=O)C[C@H]2C=C[C@H](NC(=O)Nc3ccc4c(c3)OCO4)[C@H](CO)O2)cc1	-10	0.1
C[C@H](CO)N1C[C@H](C)[C@H](CN(C)Cc2ccncc2)Oc2ccc(NC(=O)CCCN(C)C)cc2C1=O	8	1.5
C[C@H](CO)N1C[C@H](C)[C@H](CN(C)Cc2ccc(C(=O)Nc3ccccc3N)cc2)Oc2ccc(NC(=O)Nc3ccc4c(c3)OCO4)cc2CC1=O	/	0.4
CO[C@@H]1CN(C)C(=O)c2cc(NC(=O)C3CC3)ccc2OC[C@H](C)N(C(=O)c2cnccn2)C[C@H]1C	-2	0.0
C[C@H](CO)N1C[C@H](C)[C@H](CN(C)S(=O)(=O)c2cccc(C#N)c2)OCc2cnnn2CCCC1=O	/	-5.9
CC(C)NC(=O)Nc1ccc2c(c1)C(=O)N([C@@H](C)CO)C[C@H](C)[C@H](CN(C)S(=O)(=O)c1ccccc1)OCCCC[C@@H](C)O2	/	-2.3
CCC(=O)N1C[C@@H](C)[C@H](OC)CN(C)C(=O)c2cc(NC(=O)Nc3ccc(Cl)cc3)ccc2OC[C@H]1C	-20	0.4
CCCNC(=O)[C@@H]1c2ccccc2C(=O)N(CC23CC4CC(CC(C4)C2)C3)[C@H]1c1ccc(CO)cc1	-3	/
COc1ccccc1NC(=O)C1CC(=O)n2c(nc3ccccc32)N1 (stereo not given)	9	0.4
C[C@H]1CN([C@@H](C)CO)C(=O)c2cc(C#Cc3ccncc3)cnc2O[C@H]1CN(C)C(=O)c1ccccc1F	3	/
C[C@@H]1CN([C@@H](C)CO)C(=O)c2cc(C#Cc3cccc(F)c3)cnc2O[C@@H]1CN(C)C(=O)C1CCC1	/	-0.5
C[C@H]1CN([C@@H](C)CO)C(=O)c2cccc(NS(=O)(=O)c3cn(C)cn3)c2O[C@H]1CN(C)Cc1ccc(C(F)(F)F)cc1	11	-0.9
CCCN1C[C@H](C)[C@H](OC)CN(C)C(=O)c2cc(NC(=O)c3cccc(F)c3)ccc2OC[C@@H]1C	-5	0.2
CCCN(C)C[C@H]1OCCCC[C@H](C)Oc2ccc(NC(=O)C3CCCCC3)cc2C(=O)N([C@@H](C)CO)C[C@H]1C	/	0.5
C[C@H]1CN([C@@H](C)CO)C(=O)c2cccc(NC(=O)Nc3cccc4ccccc34)c2O[C@H]1CN(C)C	/	1.8
O=S(=O)(N[C@@H]1CC[C@@H](CCn2cc(C3(O)CCCC3)nn2)O[C@@H]1CO)c1ccccc1	-12	0.3
CC(C)NC(=O)Nc1ccc2c(c1)CC(=O)N([C@@H](C)CO)C[C@H](C)[C@@H](CN(C)Cc1ccc(-c3ccccc3)cc1)O2	-29	1.4
CC(C)(O)C#Cc1ccccc1C(=O)NC(CC(=O)O)c1ccccc1 (stereo not given)	-7	0.4
O=C(CC1NCCNC1=O)Nc1cccc([N+](=O)[O-])c1 (stereo not given)	10	0.3
C[C@H]1CN([C@@H](C)CO)C(=O)CCCn2cc(nn2)CO[C@@H]1CN(C)C(=O)CCC(F)(F)F	1	1.3
C[C@@H]1CN([C@@H](C)CO)C(=O)Cc2cc(NC(=O)c3ccncc3)ccc2O[C@@H]1CN(C)Cc1ccc2c(c1)OCO2	-3	5.8
COc1ccc(N(CC(=O)Nc2ccc(C(F)(F)F)cc2)S(C)(=O)=O)cc1Cl	9	-0.2
C[C@H](CO)N1C[C@H](C)[C@@H](CN(C)Cc2ccc(Cl)c(Cl)c2)Oc2ccc(NC(=O)C3CCCCC3)cc2C1=O	/	1.2
C[C@@H]1CN([C@H](C)CO)C(=O)c2cc(NC(=O)CCC(F)(F)F)ccc2O[C@H]1CN(C)S(C)(=O)=O	3	/
CC(C)NC(=O)Nc1ccc2c(c1)C(=O)N([C@H](C)CO)C[C@H](C)[C@H](CN(C)C)OCCCC[C@H](C)O2	-8	2.0
O=C(Nc1ccc(C(F)(F)F)cc1)N[C@@H]1CC[C@@H](CC(=O)N2CCCCC2)O[C@H]1CO	1	0.1
CN(C)C(=O)C[C@H]1C[C@@H]2c3cc(NC(=O)Nc4ccc(C(F)(F)F)cc4)ccc3O[C@@H]2[C@@H](CO)O1	-27	0.3
COc1ccc(NC(=O)N[C@H]2C=C[C@@H](CC(=O)NC3CCCCC3)O[C@@H]2CO)cc1	5	0.1
COc1ccc(S(=O)(=O)N(C)CC(=O)O)cc1	-1	0.4
O=C(N[C@H]1CC[C@@H](CCn2cc(Cc3ccccc3)nn2)O[C@@H]1CO)c1ccccn1	-2	-0.2
O=C(C[C@@H]1C=C[C@H](NC(=O)c2cccc(F)c2)[C@H](CO)O1)NCc1ccccc1	4	0.1
COc1ccc(N(Cc2cc3cccc(C)c3[nH]c2=O)S(C)(=O)=O)cc1	3	-0.2
CS(=O)(=O)N(CC(=O)Nc1cccc(C(F)(F)F)c1)Cc1ccccc1	-1	1.3
Cc1ccc(S(=O)(=O)Nc2ccc3c(c2)C(=O)N([C@H](C)CO)C[C@@H](C)[C@H](CN(C)S(=O)(=O)c2ccc(Cl)cc2)OCCCC[C@H](C)O3)cc1	/	-0.8
C[C@H]1CN([C@@H](C)CO)C(=O)Cc2cc(NS(=O)(=O)c3ccc(Cl)cc3)ccc2O[C@H]1CN(C)S(C)(=O)=O	/	0.0
C[C@H]1CN([C@@H](C)CO)C(=O)c2cccc(NC(=O)C3CCCCC3)c2O[C@@H]1CN(C)C(=O)Nc1ccc2c(c1)OCO2	7	/
C[C@@H]1CCCCO[C@@H](CN(C)S(=O)(=O)c2cccs2)[C@@H](C)CN([C@@H](C)CO)C(=O)c2cc(NC(=O)Nc3ccc(C(F)(F)F)cc3)ccc2O1	/	0.8
C[C@@H]1CN([C@H](C)CO)C(=O)Cc2cc(NC(=O)Nc3ccc(C(F)(F)F)cc3)ccc2O[C@@H]1CN(C)S(=O)(=O)c1cn(C)cn1	/	-1.2
CCn1c(SCC(=O)Nc2ccccc2C(F)(F)F)nnc1-c1ccc(N)cc1	4	0.5
Cc1noc(C)c1NC(=O)Nc1cccc2c1O[C@@H](CN(C)CC1CCCCC1)[C@@H](C)CN([C@@H](C)CO)C2=O	12	/

Three of the compounds above, as labelled records:
C[C@@H]1CN([C@H](C)CO)C(=O)Cc2cc(NC(=O)Nc3ccc(C(F)(F)F)cc3)ccc2O[C@@H]1CN(C)S(=O)(=O)c1cn(C)cn1
  EZH2 inh: / | IDH1 mut inh: -1.2

CCn1c(SCC(=O)Nc2ccccc2C(F)(F)F)nnc1-c1ccc(N)cc1
  EZH2 inh: 4 | IDH1 mut inh: 0.5

Cc1noc(C)c1NC(=O)Nc1cccc2c1O[C@@H](CN(C)CC1CCCCC1)[C@@H](C)CN([C@@H](C)CO)C2=O
  EZH2 inh: 12 | IDH1 mut inh: /

Additional records
SMILES	EZH2 inh	IDH1 mut inh
O=C(C[C@H]1C[C@H]2c3cc(NC(=O)C4CCC4)ccc3O[C@H]2[C@H](CO)O1)NCc1ccc(-c2ccccc2)cc1	-22	-0.1
CO[C@@H]1CN(C)C(=O)c2ccc(NC(=O)C3CCC3)cc2OC[C@H](C)N(C(=O)CN(C)C)C[C@@H]1C	12	/
C/C=C/C1=CC(=O)[C@H](O)[C@H]1O	/	0.1
O=C(O)COc1ccc2occ(C(=O)c3ccccc3)c2c1	-11	-0.1
O=C(Nc1ccc(F)cc1)N[C@H]1CC[C@@H](CCn2cc(-c3ccc(F)cc3)nn2)O[C@H]1CO	18	-0.4
C[C@@H]1CCCCO[C@@H](CN(C)C(=O)c2ccccc2)[C@H](C)CN([C@@H](C)CO)C(=O)c2cc(N(C)C)ccc2O1	0	-1.2
C[C@@H]1CN([C@@H](C)CO)C(=O)c2cccc(NC(=O)c3cnccn3)c2O[C@@H]1CN(C)Cc1ccccc1	8	-0.4
Cc1ccsc1/C=N/NC(=O)CCCCCC(=O)O	0	0.5
CNC[C@@H]1OCCCC[C@H](C)Oc2ccc(NC(=O)Nc3ccc4c(c3)OCO4)cc2C(=O)N([C@H](C)CO)C[C@@H]1C	-10	-2.0
CC(C)NC(=O)Nc1ccc2c(c1)C(=O)N([C@@H](C)CO)C[C@H](C)[C@H](CN(C)C(=O)Nc1ccc3c(c1)OCO3)O2	/	-0.2
Cc1cccc(-n2c(SCC(=O)c3ccccc3)nnc2-c2cccs2)c1C	25	0.4
C[C@@H]1CN([C@@H](C)CO)C(=O)c2cc(C#Cc3cccc(F)c3)cnc2O[C@@H]1CN(C)C(=O)C1CC1	-15	0.6
C[C@@H]1CN([C@@H](C)CO)C(=O)c2cccc(NC(=O)c3nc4ccccc4s3)c2O[C@@H]1CN(C)Cc1ccc(C(=O)Nc2ccccc2N)cc1	1	/
CC(C)c1cn(CC[C@@H]2CC[C@H](NS(=O)(=O)c3ccc(Cl)cc3)[C@H](CO)O2)nn1	4	-0.1
Cc1cccc(Nc2ncnc(N)c2[N+](=O)[O-])n1	/	-1.2
CC(C)NC(=O)N[C@H]1CC[C@@H](CC(=O)N2CCCCC2)O[C@@H]1CO	6	0.3
CO[C@H]1CN(C)C(=O)c2ccc(NS(C)(=O)=O)cc2OC[C@@H](C)N(Cc2ccccc2)C[C@H]1C	28	-0.1
CO[C@H](CN(C)C(=O)Nc1ccc(Cl)cc1)[C@@H](C)CN(Cc1ccccc1Cl)[C@H](C)CO	24	-0.2
CO[C@@H]1CN(C)C(=O)c2cc(NC(=O)C3CC3)ccc2OC[C@@H](C)N(Cc2ccccc2C(=O)O)C[C@H]1C	0	-0.1

Complete entries from above.
`CO[C@@H]1CN(C)C(=O)c2cc(NC(=O)C3CC3)ccc2OC[C@@H](C)N(Cc2ccccc2C(=O)O)C[C@H]1C` is entered as EZH2 inh = 0; IDH1 mut inh = -0.1
`CC(C)NC(=O)N[C@H]1CC[C@@H](CC(=O)N2CCCCC2)O[C@@H]1CO` is entered as EZH2 inh = 6; IDH1 mut inh = 0.3

Some of the compounds tested; the hit share may differ from the screen's.
